Source: PubChem (several laboratories)
TRPM1 prom inh: MITF TRPM1 promoter inhibition in SK-MEL-5 cells | SK-MEL-5 TRPM1 promoter luciferase, 24 h | inhibition, % at 12.5 µM | actives 0.83% (n = 330,000);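 active = mean inhibition across replicates of 60% or more, whatever share of single replicates reaches that level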; also: values of inactives mirror those of a sister screen read the other way
Vif imaging: inhibitors of HIV Vif | inhibition, % at 7.49 µM | AID 602346 | actives 0.35% (n = 340,000) | HEK293T cells, Vif self-association by quenched fluorescence, imaging, 24 h; in the data active = inhibition above about 50%, passing the limit was not always enough; also: some results filed as inactive read as strong as hits
Peg3 prom inh: Peg3 promoter activity inhibition; inhibition, % at 20 µM; actives 1.7% (n = 360,000); HeLa PEG-Prom luciferase reporter, luminescence, overnight;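 active = inhibition of at least 50% at 20 µM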
aDG glyco up: increases alpha dystroglycan glycosylation; Pro5-aDG cells, alpha-DG glycosylation AlphaScreen (IIH6); 0% Pro5, 100% B10-LARGE cell signal; activation, % at 10 µM; actives 0.22% (n = 360,000); AID 624168;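 active = activation of at least 8% versus controls, or a plate z-score of at least 8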;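 also: Pro5 are CHO cells carrying HIG-tagged alpha-DG that lacks glycosylation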
CaV13 ICDI inh: Disruptors of the CACNA1D IQ motif to Ca2+-dependent inactivation inhibitor domain association, primary screening, Förster resonance energy transfer in intact living …. AID 743397. HEK cells, CFP/YFP FRET ICDI-IQ, plate reader, 10 min; percent FRET-ratio fall versus neutral wells. actives 0.098% (n = 340,000). inhibition, % at 12.3 µM;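 active = mean replicate inhibition of at least 30% and at least 1% of replicates passing that level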;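 also: 0% = median of the neutral control wells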
Exocytosis inh: lytic granule exocytosis inhibition; TALL-104 LAMP-1 surface exposure, flow cytometry; cells stimulated with thapsigargin and PMA; inhibition, % at 10 µM; actives 0.66% (n = 360,000); AID 651702;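 active = inhibition above about 55%, limit read from the data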
NR2E3 ag-1: agonists of human NR2E3 nuclear receptor. CHO-S Gal4-NCOR/VP16-NR2E3 two-hybrid, luciferase. inhibition of corepressor binding, % at 3.98 µM. actives 0.35% (n = 360,000). AID 602229;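 active = inhibition above the mean of all tested compounds plus 3 SD, cut at about 70% in these data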;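 also: 0% = DMSO with NR2E3 transfected cells and 100% = cells lacking NR2E3 construct; higher means lower luciferase signal from less NR2E3 corepressor binding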
Target sequence (Q9Y5X4 whole entry, looked up, the tested form may be a part): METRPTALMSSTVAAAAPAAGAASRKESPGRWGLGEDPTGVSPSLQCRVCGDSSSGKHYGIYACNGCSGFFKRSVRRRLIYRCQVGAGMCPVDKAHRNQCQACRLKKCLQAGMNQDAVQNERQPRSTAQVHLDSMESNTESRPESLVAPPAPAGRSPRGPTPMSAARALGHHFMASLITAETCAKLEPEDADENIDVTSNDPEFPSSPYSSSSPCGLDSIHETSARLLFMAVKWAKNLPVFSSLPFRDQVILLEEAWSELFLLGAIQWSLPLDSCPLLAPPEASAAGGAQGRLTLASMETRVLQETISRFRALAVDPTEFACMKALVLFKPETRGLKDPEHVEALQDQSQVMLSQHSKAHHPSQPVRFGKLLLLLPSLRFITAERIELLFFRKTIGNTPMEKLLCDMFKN
PDI inh: PDI (human) enzyme inhibition. P07237. PDI insulin aggregation turbidity, A650, 90 min. inhibition, % at 10 µM. actives 0.052% (n = 350,000). AID 588391;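 active = mean inhibition across replicates of 30% or more, whatever share of single replicates reach that level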;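 also: absorbance from insulin aggregation driven by PDI reduction with DTT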
Target sequence (P07237 whole entry, looked up): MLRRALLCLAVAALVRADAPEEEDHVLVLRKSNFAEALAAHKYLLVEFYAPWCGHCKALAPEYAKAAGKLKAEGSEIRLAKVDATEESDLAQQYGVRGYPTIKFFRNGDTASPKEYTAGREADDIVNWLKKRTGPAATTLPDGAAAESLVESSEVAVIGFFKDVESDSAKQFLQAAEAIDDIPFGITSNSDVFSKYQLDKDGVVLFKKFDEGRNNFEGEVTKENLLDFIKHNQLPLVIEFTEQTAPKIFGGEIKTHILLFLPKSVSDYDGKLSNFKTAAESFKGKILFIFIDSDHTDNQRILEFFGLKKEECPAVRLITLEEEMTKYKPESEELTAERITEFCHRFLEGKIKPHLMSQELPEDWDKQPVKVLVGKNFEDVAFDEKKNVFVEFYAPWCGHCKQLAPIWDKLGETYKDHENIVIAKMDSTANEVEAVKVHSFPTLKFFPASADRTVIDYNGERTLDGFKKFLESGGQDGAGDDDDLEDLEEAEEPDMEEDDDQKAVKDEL
NR2E3 ag-2: agonists of human nuclear receptor NR2E3; GST-NR2E3/biotin-RetCOR TR-FRET, 1536-well; inhibition of corepressor binding, % at 4.78 µM; actives 0.12% (n = 320,000); AID 2300;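 active = percent inhibition above the cutoff of mean plus 3 SD of all tested compounds, set per screening campaign, cut at about 20% in these data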;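 also: 0% = DMSO wells and 100% = biotin wells as full block of FRET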
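Material: NR2E3–RetCOR corepressor complex / Amount: 1.35 nM GST-NR2E3 / Medium: Tris pH 7.5 / Compound: single nominal compound dose of 4.8 µM / Incubation: 5 h at 4 °C / Technique: TR-FRET, Eu(K)-anti-GST donor, streptavidin-D2 acceptor, ex 340, em 617/671 nm / Read-out basis: percent loss of FRET ratio relative to control wells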
hiPSC survival: increases survival of single human iPS cells; hiPSC single-cell survival, ATPlite luminescence; 100% = ROCK inhibitor wells, 0% = DMSO; survival enhancement, % at 20 µM; actives 0.044% (n = 360,000); in the data active = survival enhancement above about 18%;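 also: cells exposed to compounds for 16 hours before the ATP read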
HIF-2a inh: inhibitors of HIF-2a; 786-0 RCC cells HIF-2a reporter, luciferase luminescence, overnight; inhibition, % at 18.8 µM; actives 0.72% (n = 360,000);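 active = inhibition of the luminescence signal of 40% or more relative to plate controls, in a single-dose primary screen at 18.75 µM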
Numbers without * were called inactive; x = no result given.

no. | SMILES | NR2E3 ag-1 | aDG glyco up | TRPM1 prom inh | PDI inh | Exocytosis inh | CaV13 ICDI inh | HIF-2a inh | Vif imaging | hiPSC survival | Peg3 prom inh | NR2E3 ag-2
1 | C/C=C(\C)CN1CCC(n2nccc2NC(=O)CCc2ccccc2)CC1 | -6 | -0.2 | 10 | -6 | 5 | -3 | 6 | -9 | -0.5 | 5 | 4
2 | CN1CCN(C(CNC(=O)Nc2ccc(Cl)cc2)c2ccc(F)cc2)CC1 (configuration not stated) | -3 | 0.1 | -15 | -6 | 2 | -3 | -65 | 2 | -0.3 | -48 | -1
3 | Cc1ccc(CNC(=O)CC(C)S(=O)(=O)c2ccc3c(c2)NC(=O)CO3)cc1 (configuration not stated) | 10 | -0.1 | 5 | 3 | -2 | -3 | 6 | -2 | -0.5 | 11 | 0
4 | CC(C)OP(=O)(OC(C)C)C1(O)C(=O)Nc2ccc(Br)cc21 (configuration not stated) | 1 | -0.1 | 7 | 7 | 1 | x | 28 | -9 | -1.3 | 18 | 2
5 | COc1ccc(CN(N=O)C2CC(=O)N(c3ccc(OC)cc3)C2=O)cc1 (configuration not stated) | 12 | -0.1 | x | -25 | -3 | -5 | 10 | x | -0.1 | 9 | 3
6 | CCn1nc(C)c(/C=N/NC(=S)Nc2ccc(Cl)cc2Cl)c1C | -28 | 1.9 | -29 | -1 | 4 | -19 | -96 | -6 | -0.1 | -41 | -2
7 | CCn1ccc(C(=O)NC2CCCC2)n1 | -19 | 0.0 | 7 | 2 | 2 | -6 | 5 | -3 | 0.0 | 5 | -2
8 | N#C/C(=C\c1c(N2CCN(c3ccccc3)CC2)nc2ccccn2c1=O)S(=O)(=O)c1ccccc1 | 1 | -0.2 | -9 | 1 | -9 | -2 | -38 | 2 | 0.1 | -95 | -1
9 | CCOCCn1[nH]c2ccccc2c1=O | -2 | 0.0 | -6 | -6 | -6 | -8 | -2 | 3 | 1.0 | -5 | 0
10 | CCOC(=O)c1c(C)[nH]c(C(=O)CSc2nnc(-c3cccs3)n2Cc2ccccc2)c1C | -24 | 0.4 | 26 | -9 | -1 | -4 | -2 | -1 | -1.0 | 28 | 0

One compound at a time, as listed above. Order of screens: NR2E3 ag-1	aDG glyco up	TRPM1 prom inh	PDI inh	Exocytosis inh	CaV13 ICDI inh	HIF-2a inh	Vif imaging	hiPSC survival	Peg3 prom inh	NR2E3 ag-2
Entry for `CN1CCN(C(CNC(=O)Nc2ccc(Cl)cc2)c2ccc(F)cc2)CC1` (configuration not stated) : -3	0.1	-15	-6	2	-3	-65	2	-0.3	-48	-1
Entry for `CCn1nc(C)c(/C=N/NC(=S)Nc2ccc(Cl)cc2Cl)c1C` : -28	1.9	-29	-1	4	-19	-96	-6	-0.1	-41	-2

Continued:
no. | SMILES | NR2E3 ag-1 | aDG glyco up | TRPM1 prom inh | PDI inh | Exocytosis inh | CaV13 ICDI inh | HIF-2a inh | Vif imaging | hiPSC survival | Peg3 prom inh | NR2E3 ag-2
11 | COC(=O)CN(c1cccc(F)c1)S(C)(=O)=O | -26 | 0.0 | -9 | -9 | 2 | -1 | 19 | 4 | -1.8 | 14 | 1
12 | CN1C(C(=O)Nc2cccc(O)c2)=CC(c2ccco2)=NS1(=O)=O | 1 | -0.1 | 0 | x | 7 | -4 | 0 | 29 | -0.4 | -3 | 3
13 | COc1ccc2[nH]c(=O)c(CN(C(=O)c3cccnc3)c3ccc(C)cc3)cc2c1 | -20 | -0.1 | -7 | 5 | -1 | x | -24 | 11 | -2.3 | -25 | 4
14 | CC(C)C(=O)NC(=S)Nc1ccccc1F | 4 | 0.1 | -18 | -1 | 1 | -4 | -42 | -8 | -0.4 | -25 | 0
15 | Cc1cccc(NC(=O)CCN2C(=O)c3ccccc3S2(=O)=O)c1C | 17 | -0.2 | x | x | 2 | x | -8 | -4 | 0.5 | 10 | 3
16 | O=C(Cn1c(=O)c2c(ncn2C2CCCC2)n(Cc2ccccc2)c1=O)N1CCc2ccccc21 | -3 | 0.1 | 4 | -8 | -2 | -4 | 21 | x | -0.9 | 33 | -2
17 | O=C(COC(=O)CCCC1=NS(=O)(=O)c2ccccc2N1)Nc1ccc(Br)cc1 | -9 | 0.2 | 0 | -2 | -5 | -3 | 2 | 4 | -0.2 | -20 | 2
18 | COc1ccc(-c2[nH]ncc2CN(C)C(C)c2ccon2)c(OC)c1 (configuration not stated) | -11 | 0.1 | 3 | 2 | -3 | -2 | 16 | 0 | -0.5 | 9 | 4
19 | O=C(Nc1cc(Cl)ccc1Cl)P(=O)(O)c1ccccc1 | -25 | 0.2 | 5 | 7 | -12 | -8 | 13 | 57* | -1.0 | 5 | x
20 | C/C(CCc1ccc2c(c1)OCO2)=N\NC(=O)c1ccc(C)cc1C | -25 | -0.2 | 2 | -8 | -1 | -4 | -36 | -2 | -2.5 | -11 | 2
21 | Cc1nc2ncccn2c1-c1csc(Nc2ccc(S(N)(=O)=O)cc2)n1 | -18 | 0.1 | 2 | -4 | 0 | 1 | 14 | -1 | 2.0 | 5 | 1
22 | CN1C(=O)C(CC(=O)N2CCN(C(c3ccccc3)c3ccccc3)CC2)N(C)C1=O (configuration not stated) | -12 | -0.2 | 3 | 4 | -3 | -5 | 19 | 21 | 0.4 | 9 | 0
23 | COc1ccc(CNC(=S)Nc2ccccc2-c2ccccc2)cc1 | 3 | 0.2 | 9 | -4 | -1 | x | 13 | -3 | -0.7 | 25 | 1
24 | COc1ccc(C(=O)N2CCN(C)C(C)C2)cc1OC1CCN(C(C)=O)CC1 (configuration not stated) | -22 | 0.0 | 1 | -11 | 0 | -5 | 6 | -3 | -0.4 | 10 | -1
25 | Cc1cc(S(=O)(=O)NC2CCCC2)ccc1F | -11 | 0.0 | 2 | -14 | -3 | 1 | 13 | -4 | 3.7 | 6 | -2
26 | COc1cccc(N2CC(C(=O)NNC(=O)c3ccc(Cl)cc3)CC2=O)c1 (configuration not stated) | -23 | -0.2 | -1 | 11 | -1 | -3 | 9 | 19 | 0.3 | -1 | 1
27 | CCOC(=O)c1c(C)c(-c2ccccc2)n(CC(=O)N2CCN(C)CC2)c1C | 15 | -0.2 | x | x | 0 | -10 | 4 | -5 | 0.3 | 3 | -1
28 | Cc1cc(S(=O)(=O)N(Cc2ccccn2)Cc2ccco2)ccc1-n1cnnn1 | 4 | -0.3 | 9 | 14 | -3 | -8 | 19 | 3 | -0.2 | 0 | 3
29 | Cc1ccccc1Cn1c(=O)n(-c2ccccc2)c(=O)c2ccc(C(=O)NCc3ccco3)cc21 | -8 | 0.2 | -1 | -10 | 4 | -3 | 1 | 0 | -1.9 | 8 | 1
30 | COCC(=O)N(Cc1cc2cc(OC)ccc2[nH]c1=O)c1ccc(C)cc1 | -20 | 0.0 | -1 | 7 | -13 | x | -21 | -10 | 0.6 | -8 | -2
31 | COC(=O)c1ccc(NC(=O)C2CC(=O)N(c3ccc(C)cc3)C2)cc1 (configuration not stated) | -9 | 0.0 | 1 | -20 | 12 | x | -70 | 0 | -4.6 | -16 | 0
32 | O=C(NNC1=C(C(=O)C(F)(F)F)CCC1)c1ccccc1Cl | -52 | -0.1 | -11 | -5 | 1 | -6 | 2 | -6 | 2.5 | -39 | 4
33 | COC(=O)Cc1c(O)ccn(Cc2cccc(C(F)(F)F)c2)c1=O | -8 | 1.9 | -3 | -2 | -1 | -27 | 21 | 15 | -0.6 | -6 | 1
34 | Cc1cc(C)cc(N(CC(=O)NCc2ccccc2)C(=O)CCC(=O)Nc2ccccn2)c1 | -25 | 0.2 | 3 | 6 | 24 | -4 | 5 | 5 | -0.2 | 2 | 3
35 | CCCn1c(SCC(=O)Nc2ccccc2OC)nnc1-c1ccco1 | 5 | -0.1 | 30 | 3 | -2 | -18 | 2 | 18 | -0.5 | 22 | 0
36 | COc1ccc(C2CC(c3ccc(C)cc3)Nc3ncnn32)cc1 (configuration not stated) | -28 | -0.1 | -19 | x | 12 | -15 | -54 | -5 | -0.2 | -16 | 2
37 | CC(=O)NC(c1ccc(F)cc1)c1cccnc1 (configuration not stated) | -12 | 1.8 | 2 | 3 | 0 | -4 | 19 | -3 | -0.8 | -6 | 0
38 | C[C@H]1CN([C@@H](C)CO)S(=O)(=O)c2ccc(Br)cc2O[C@@H]1CN(C)C(=O)Cc1ccccc1 | -33 | -0.1 | x | 7 | -3 | -9 | 17 | 0 | -1.2 | 2 | x
39 | CCSc1nnc(-c2ccc(Cl)cc2)c2ccccc12 | -4 | 0.1 | 9 | -1 | 1 | -5 | 17 | -5 | -0.3 | 15 | 3
40 | CS(=O)(=O)c1ccc(C(=O)Nc2ccc(-c3nc4ccccc4[nH]3)cc2)cc1 | -10 | -0.1 | -26 | 5 | 3 | -3 | -34 | -4 | -0.7 | -58 | 1
41 | COc1ccc(Br)cc1CN(C)CC(=O)Nc1cc([N+](=O)[O-])ccc1OC | -11 | 1.1 | 6 | -14 | 1 | -2 | 25 | 4 | 1.0 | 25 | 2
42 | COc1ccccc1CCC(=O)N(C)CC(=O)Nc1ccc(Cl)c(C(F)(F)F)c1 | 4 | -0.3 | -14 | 4 | 4 | -2 | 1 | 15 | 1.7 | 29 | 4
43 | CCCC1=NN2C(=N)/C(=C\c3ccc(OCCOc4ccc(NC(C)=O)cc4)c(OC)c3)C(=O)N=C2S1 | -21 | 0.1 | -7 | -7 | 8 | -21 | 10 | 10 | 4.7 | 7 | -3
44 | CCCCOCC(O)Cn1c(C)nc2ccccc21 (configuration not stated) | 8 | 0.4 | 10 | 1 | -2 | -7 | 2 | -3 | 0.5 | 2 | 2
45 | COCCn1c(C(C)C)nc2sc3ccccc3c(=O)c2c1=O | 15 | 0.1 | 10 | 0 | -1 | -7 | 1 | 1 | 1.9 | 13 | 3
46 | CCOc1ccc(-n2c(C)nc3cc(C(=O)NCc4ccco4)ccc32)cc1 | -18 | 0.4 | 3 | -1 | -3 | -3 | 3 | -4 | 5.5 | 0 | 2
47 | Cc1cc(C)c(NC(=O)CN(C)C(C)C(=O)N2CCc3ccccc32)c(C)c1 (configuration not stated) | -9 | -0.2 | 5 | -12 | -3 | -7 | 13 | 2 | 0.2 | 20 | 1
48 | COc1ccc(CCNc2nc(C)cc(C)c2C#N)cc1OC | -12 | 0.2 | -10 | -7 | -6 | -21 | -12 | -7 | -0.2 | -17 | -2
49 | CC(OC(=O)c1nsc(Cl)c1Cl)C(=O)NCCc1ccccc1 (configuration not stated) | -12 | -0.2 | 3 | -3 | 2 | -3 | -6 | 2 | -0.6 | 2 | 2
50 | CC1=NN(c2ccccc2)C(=O)/C1=C/C=C/C=C/N(C)C | -10 | -0.5 | 7 | 2 | -3 | -5 | 27 | 4 | -1.9 | 8 | -9
51 | CCCCn1nnnc1C1(C)CCC(=O)N1Cc1cc(OC)ccc1OC (configuration not stated) | -7 | -0.1 | x | x | 0 | -7 | 8 | x | -0.3 | x | x
52 | COc1ccc2[nH]cc(CCNC(=O)c3ccco3)c2c1 | -11 | 0.0 | -16 | x | -2 | x | -47 | -2 | 3.0 | -34 | 2
53 | C=CCC(O)(CC=C)CNC(=O)C1CCC(=O)N(CCCc2ccccc2)C1 (configuration not stated) | -20 | -0.2 | -13 | 0 | -11 | -5 | 18 | -13 | -0.1 | 17 | 0

Outcome played no part in choosing rows. About 3.5% of those tested had a hit in this group.
